# Compound activity as filed in PubChem BioAssay.
# RGS4 inhibitor: blocks human RGS4-accelerated GTP hydrolysis; P49798; Transcreener GDP fluorescence polarization, RGS4-accelerated GTP hydrolysis; Potency, µM (series often up to 114 µM), for inactives: at the highest dose activity change, negative = inhibition, usual class: inhibitors; actives 0.039% (n = 390,000); also: potency is read from the fitted curve at half-maximal effect; nearly all actives have a fitted effect of over 75% in size; some results filed as inactive show a strong effect at the top dose
#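 MLSMR compounds (23 nl, pin-transferred) preincubated 10 min at room temperature with a 500nM (2x) first reagent, then RGS4 at 900nM (2x) plus Transcreener GDP mix added; fluorescence polarization (620/688 nm) read before and after 90 min at 30 °C.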
# G9a inh: inhibitors of human histone lysine methyltransferase G9a; Q96KQ7; G9a H3K9 monomethylation, AlphaScreen, 2 h; Potency, µM (doses to about 102 µM), without a hit: at the highest dose activity, negative = inhibition, actives largely listed as inhibitors; actives 8.8% (n = 350,000); also: potency is read from the fitted curve at half-maximal effect; nearly all actives have a fitted effect of over 75% in size
#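 Compounds were preincubated with 20 nM G9a for 15 min, after which biotinylated H3K9 peptide (500 nM) and SAM (20 uM) started a 2 h room-temperature reaction. Monomethylated product was quantified by antibody-based AlphaScreen chemiluminescence.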
# GLS inhibitor: glutaminase GLS (human) inhibition. Potency, µM (highest dose often 45.5 µM), inactives show top-dose activity change, negative = inhibition, actives largely listed as inhibitors. actives 0.21% (n = 410,000). GLS enzymatic activity, qHTS titration; also: potency is read from the fitted curve at half-maximal effect
#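 Two-point fluorescence kinetic (t0, 30 min RT) for hKGA; glutamate detected via glutamate oxidase–HRP–Amplex Red. Substrate: 1 mM L-glutamine solution; buffer 45 mM KH2PO4, pH 8.2.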
# PI4K2A inh: blocks human PI4K2A kinase activity. purified PI4K2A, ADP-Glo luminescence, 1 h; stronger effect = lower value. activity change, negative = inhibition, % at 76.9 µM. actives 0.13% (n = 420,000). AID 1346378; in the data active = activity change below about -50%; inconclusive = mostly about -30% to -49%;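 also: -100% = wells without enzyme as full effect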
#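 PI4K2A activity was measured by ADP-Glo luminescence: enzyme (4 ug/mL stock) and phosphatidylinositol (1.2 mM stock) in Tris pH 7.5/MgCl2/EGTA/Triton X-100 buffer were reacted with ATP (300 microM stock) for one hour at ambient temperature.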
# ALOX12 inh: blocks human arachidonate 12S-lipoxygenase | Potency, µM (series often up to 108 µM), for the others: top-dose activity change, negative = inhibition, usual class: inhibitors | P18054 | purified 12hLO, xylenol orange hydroperoxide absorbance | AID 1671190 | actives 1.1% (n = 580,000); also: potency is read from the fitted curve at half-maximal effect
#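 Purified human 12hLO at 150 nM in 25 mM Hepes, 0.01% Triton X-100, pH 7.0, preincubated 15 min at room temperature with compound. Reaction started with 40 uM arachidonic acid, 30 min at room temperature. Hydroperoxide measured by Fe-xylenol orange, 573/405 nm absorbance ratio.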
# * hit, by the source's call; i = inactive; ? = inconclusive; / = not tested or not shown; & = joins results of further samples; [ ] = dose if it differs, or a comment. Unless noted, calls follow the shape of the dose curve; as a rule, active = well fitted curve in the direction sought with a large enough effect; inconclusive = small, poorly fitted or top-dose-only effect, or another doubt; inactive = no such curve, though single readings can be large; an effect the other way counts as inactive or inconclusive. Unless noted, % is scaled to controls: 0 for no effect and ±100 for the full control effect. These rows are one share of the data; count on the stated rates, not on these rows.
SMILES	RGS4 inhibitor	G9a inh	GLS inhibitor	PI4K2A inh	ALOX12 inh
NC(=O)CCCCn1ccc(NC(N)=NCC(F)(F)F)n1	380%[activator][56.9 µM]	31%[59 µM]	/	/	-4%&0%
CC(C)[C@H](O)CC[C@@H](C)C1CC[C@H]2C3CC=C4C[C@@H](O)CC[C@]4(C)C3CC[C@]12C (some centres undefined)	/	30%&6%[59 µM]	/	/	1%&1%
COC(=O)[C@@H](c1ccccc1Cl)N1CCc2sccc2C1	420%[activator][56.9 µM]	-2%[59 µM]	/	/	?
Cc1cc(=O)c2c(O)c3c(O)cc(O)c4c5c(O)cc(O)c6c(O)c7c(=O)cc(C)c8c1c2c(c34)c(c65)c78	/	8.9µM*	/	/	?
COC(C)(C)CCCC(C)C/C=C/C(C)=C/C(=O)O (centres undefined)	?	30%&36%[59 µM]	/	/	17%
CC(C)[C@@H]1NC(=O)[C@H](Cc2ccccc2)NC(=O)[C@@H](CC(=O)O)NC(=O)CNC(=O)[C@H](CCCNC(=N)N)NC1=O	?	-1%[59 µM]	/	/	-13%
CCCCC/C=C\C\C=C/C=C/C=C/[C@@H](SC[C@H](NC(=O)CC[C@H](N)C(=O)O)C(=O)NCC(=O)O)[C@@H](O)CCCC(=O)O	?	3%[59 µM]	/	/	0%[2.23 µM]
O=C1CC[C@H](C(=O)O)N1	260%[activator][56.9 µM]	20%[59 µM]	/	/	1%
CN(CCOc1ccc(C[C@H](Nc2ccccc2C(=O)c2ccccc2)C(=O)O)cc1)c1ccccn1	?	?	/	/	?
CN(CCc1ccc(Cl)c(Cl)c1)CCN1CCCC1	i	43%[59 µM]	/	/	?
NC1(C(=O)O)CC(C(=O)O)C1 (centres undefined)	i	4%[59 µM]	/	/	?
N[C@H](C(=O)O)c1ccc(C(=O)O)cc1	166%[activator][56.9 µM]	34%[59 µM]	/	/	3%&0%
CCCCC[C@H](O)/C=C/[C@H]1C=CC(=O)[C@@H]1CCCCCCC(=O)O	310%[activator][56.9 µM]	28%[59 µM]	/	/	-8%[12.5 µM]
CCCCCCCCCCCCC(O)C(=O)O (centres undefined)	50%[activator][56.9 µM]	19%[59 µM]	/	/	1%[12.5 µM]
CC(N)(C(=O)O)c1ccc(-c2nn[nH]n2)cc1 (centres undefined)	10%[56.9 µM]	23%[59 µM]	/	/	-1%
CCCC(=O)NCCc1c(I)[nH]c2ccc(OC)cc12	40%[activator][56.9 µM]	-29%[59 µM]	/	/	?
CCOC(=O)C1=C(N)Oc2ccc(Br)cc2C1C(C#N)C(=O)OCC (centres undefined)	i	20%[59 µM]	/	/	?
COc1ccc(/C=C/C(=O)CC(=O)/C=C/c2cccc(O)c2OC)cc1O	i	?	/	/	-1%[176 µM]
Clc1ccc(-c2nc3sccn3c2/C=N/OCc2ccc(Cl)c(Cl)c2)cc1	3µM*	26%&20%[59 µM]	/	/	7%&-5%
COc1ccccc1N1CCN(CCn2c(=O)[nH]c3c([nH]c4ccccc43)c2=O)CC1	-70%[56.9 µM]	32%&26%[59 µM]	/	/	-2%&7%&0%
CCCCCC(=O)/C=C/C=C\CCCCCCCC(=O)O	?	19%[59 µM]	/	/	4%[2.23 µM]
CC(C)C[C@@H](C=O)NC(=O)[C@H](CC(C)C)NC(=O)[C@H](CC(C)C)NC(=O)OCc1ccccc1	/	8.9µM*	/	/	-4%
CNC(=O)[C@H](Cc1c[nH]c2ccccc12)NC(=O)[C@@H](CC(=O)NO)CC(C)C	/	-1%[12.7 µM]	23%	/	1%
OC/C=C/c1ccccc1	/	25%[59 µM]	-27%	/	3%[176 µM]
Cc1cc2nc3c(=O)[nH]c(=O)nc-3n(CC(O)C(O)C(O)CO)c2cc1C (centres undefined)	/	6.3µM*	8%	/	?
C[Se]CC[C@H](N)C(=O)O	/	?	1%	/	?
O=C(O)CO.[NH2-].[NH2-].[Pt+2]	/	?	17%	/	-58%[57.4 µM]
CC(C)CN(C[C@@H](O)[C@H](Cc1ccccc1)NC(=O)O[C@H]1CO[C@H]2OCC[C@H]21)S(=O)(=O)c1ccc(N)cc1	/	8%[12.7 µM]	-3%	/	-9%[57.4 µM]
CC(C)(C)NC(=O)[C@H]1CN(Cc2cccnc2)CCN1C[C@@H](O)C[C@@H](Cc1ccccc1)C(=O)N[C@H]1c2ccccc2C[C@H]1O	/	7%[59 µM]	-4%	/	-8%[57.4 µM]
N#Cc1c(N(CC(=O)O)CC(=O)O)sc(C(=O)O)c1CC(=O)O	/	0%[12.7 µM]	-10%	/	-30%[57.4 µM]
CCN(CC)CCC(=O)N1c2ccccc2Sc2ccc(C(F)(F)F)cc21	/	-8%[12.7 µM]	15%	/	?
CC(C)C1=CC2=CC[C@@H]3[C@](C)(CCC[C@@]3(C)C(=O)O)[C@H]2CC1	/	?	14µM*	/	45%[activator][176 µM]
CC12CCC(C[N+](C)(CCC[N+](C)(C)C)C1)C2(C)C (centres undefined)	/	?	0%	/	?
O=S(=O)(O)CC(S)CS (centres undefined)	/	-34%[2.33 µM]	-26%	/	-5%
CCOc1ccc(S(=O)(=O)O)c2cccnc12	/	6%[12.7 µM]	9%	/	-26%
COCCCNC(=O)C[C@@H]1C[C@@]2(C(=O)OC)CC(C)(C)CC=C2N(CCc2ccc(OC)c(OC)c2)C1=O	/	/	/	6	6%
CC(C)(C)c1ccc(-c2nnc3sc(COc4ccccc4)nn23)cc1	/	/	/	-1	13%
Cc1ccc(S(=O)(=O)N2C3CCCCC3O[C@H]2CC(=O)OCc2ccccc2)cc1 (some centres undefined)	/	/	/	7	12%
COC(=O)C[C@@H]1C=C[C@@H](NC(=O)c2cccnc2)[C@@H](CO)O1	/	/	/	-2	-15%
Cc1ccc(S(=O)(=O)N2[C@H](CC(=O)c3ccc(F)cc3)OC[C@@H]2C)cc1	/	/	/	2	-11%
COc1ccc(CCN2C(=O)CSCC2(C)C(=O)Nc2ccc3c(c2)OCCO3)cc1OC (centres undefined)	/	/	/	-8	?
O=C(C[C@@H]1CC[C@@H]2[C@H](COC[C@@H](O)CN2Cc2cc(F)ccc2F)O1)NCc1ccc(F)cc1	/	/	/	0	?
CC(C)(C)NC(=O)C(c1ccncc1)n1c(-c2ccc(C(F)(F)F)cc2)nc2ccccc21 (centres undefined)	/	/	/	-11	-11%
COc1ccc(C(C(=O)NC2CCCCC2)n2c(=O)c(-c3ccco3)nc3ccccc32)cc1 (centres undefined)	/	/	/	-11	?
CC(C)NC(=O)C1(C)CSCC(=O)N1C1CCN(Cc2ccccc2)CC1 (centres undefined)	/	/	/	2	?
COc1ccc(C2=Nc3ccccc3N(C(=O)c3ccncc3)C2C(=O)NC(C)(C)C)cc1 (centres undefined)	/	/	/	-2	-15%
Cc1cnc(C(=O)Nc2c(-c3ccccc3)[nH][nH]c2=O)cn1	/	/	/	?	2%
Cc1cc(C)c2cc(C#N)c(NCCNC(=O)c3cccnc3)nc2c1	/	/	/	-4	6%
COc1ccc(OC)c(CN2C(=O)CSCC2(C)C(=O)NC(C)C)c1 (centres undefined)	/	/	/	2	-2%

# Gathered by group: the compounds so far containing an aryl methoxy group (eight)
SMILES	RGS4 inhibitor	G9a inh	GLS inhibitor	PI4K2A inh	ALOX12 inh
CCCC(=O)NCCc1c(I)[nH]c2ccc(OC)cc12	40%[activator][56.9 µM]	-29%[59 µM]	/	/	?
COc1ccc(/C=C/C(=O)CC(=O)/C=C/c2cccc(O)c2OC)cc1O	i	?	/	/	-1%[176 µM]
COc1ccccc1N1CCN(CCn2c(=O)[nH]c3c([nH]c4ccccc43)c2=O)CC1	-70%[56.9 µM]	32%&26%[59 µM]	/	/	-2%&7%&0%
COCCCNC(=O)C[C@@H]1C[C@@]2(C(=O)OC)CC(C)(C)CC=C2N(CCc2ccc(OC)c(OC)c2)C1=O	/	/	/	6	6%
COc1ccc(CCN2C(=O)CSCC2(C)C(=O)Nc2ccc3c(c2)OCCO3)cc1OC (centres undefined)	/	/	/	-8	?
COc1ccc(C(C(=O)NC2CCCCC2)n2c(=O)c(-c3ccco3)nc3ccccc32)cc1 (centres undefined)	/	/	/	-11	?
COc1ccc(C2=Nc3ccccc3N(C(=O)c3ccncc3)C2C(=O)NC(C)(C)C)cc1 (centres undefined)	/	/	/	-2	-15%
COc1ccc(OC)c(CN2C(=O)CSCC2(C)C(=O)NC(C)C)c1 (centres undefined)	/	/	/	2	-2%
